# Compound activity from PubChem.
# Salmonella PhoP GFP: inhibitors of PhoP regulon expression, primary screen, Salmonella Typhimurium, GFP reporter (AID 1863) | S. Typhimurium PhoP-regulated promoter GFP reporter, 4 h; higher % means a stronger effect | inhibition, % at 50 µM; hits with a dose series show IC50 in µM | 300,000 tested, 0.16% active;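 active = inhibition over 29.93%, a cutoff 3 SD above the screen mean, later confirmed by dose response; inconclusive = inhibition over 29.93% but no dose response follow-up; inactive = inhibition at most 29.93% or unconfirmed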;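 also: 0% = low Mg2+ inducing control and 100% = high Mg2+ repressing control; strong numbers were not always called active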
# TNAP activation fold: human TNAP enzyme activators, primary screen, biochemical, luminescent, no phosphate acceptor, uHTS (AID 1001); Alkaline phosphatase, tissue-nonspecific isozyme (Homo sapiens); purified TNAP, luminescent activation assay, no phosphate acceptor; higher activation fold means a stronger effect; activation fold at 20 µM, or EC50 in µM where a hit was titrated; 200,000 tested, 0.03% active; in the data active = activation fold from about 3, or a potency from the dose series; inactive = the rest, 99 in 100 with activation fold below about 1.6; also: many of its hits are not listed in these tables
# Myeloid diff MLP: induction of myeloid progenitor differentiation, primary screen, cell-based, flow cytometry, MLPCN library; AID 624256, 2012; calls only at 10 µM; ER-HoxA9 myeloid progenitors, lysozyme-GFP differentiation; 360,000 tested, 1% active;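 active = normalized GFP-positive differentiation at or above the plate's own cutoff, the solvent-only control mean plus 3 SD; inconclusive = no clear call, values can overlap the other calls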;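 also: cells exposed to compound for four days before flow analysis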
# NTR1 agonist: agonists of NTR1, primary screen, imaging, U2OS cells, beta-arrestin-GFP, high content (AID 493036); Neurotensin receptor type 1 (Homo sapiens), P30989; NTR1-U2OS beta-arrestin-GFP spot imaging, agonist mode; activation, % at 20 µM; 330,000 tested, 0.17% active;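 active = activation at or above 40% of the spot to cytoplasm intensity ratio, with at least 20 cells analyzed; inconclusive = wells under 20 cells, flagged as cytotoxic or low count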;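 also: 0% = DMSO without peptide and 100% = 100 nM NTR1 peptide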
# Target sequence (P30989 whole entry, looked up): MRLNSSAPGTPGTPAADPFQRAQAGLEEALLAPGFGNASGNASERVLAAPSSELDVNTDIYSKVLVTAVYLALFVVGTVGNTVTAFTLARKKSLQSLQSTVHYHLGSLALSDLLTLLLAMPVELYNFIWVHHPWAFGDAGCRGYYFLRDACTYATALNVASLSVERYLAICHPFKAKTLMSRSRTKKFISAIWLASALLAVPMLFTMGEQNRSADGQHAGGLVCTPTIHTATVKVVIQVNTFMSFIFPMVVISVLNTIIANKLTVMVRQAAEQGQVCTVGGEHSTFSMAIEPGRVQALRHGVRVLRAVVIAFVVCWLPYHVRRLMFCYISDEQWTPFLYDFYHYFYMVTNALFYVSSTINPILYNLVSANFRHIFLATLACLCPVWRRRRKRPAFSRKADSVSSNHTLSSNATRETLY
# RSV CPE inhibition: RSV antiviral activity via CPE protection, HEp-2 cells, primary 10 µM value included (AID 2391) | HEp-2 cells, RSV-induced CPE inhibition; higher % means a stronger effect | one-dose CPE inhibition, % at 10 µM; IC50 in µM for titrated hits | 310,000 tested, 0.13% active; in the data active = a potency from the dose series; inconclusive = CPE inhibition mostly from about 23% at the one dose, without a potency; inactive = the rest, 99 in 100 with CPE inhibition below about 21%; also: strong numbers were not always called active
# SV40 large T antigen: SV40 large T antigen inhibitors, biochemical (AID 1903) | SV40 large T antigen ATPase/helicase inhibition assay; higher % means a stronger effect | inhibition, % at 20 µM; hits with a dose series show IC50 in µM | 310,000 tested, 0.39% active; in the data active = a potency from the dose series; inconclusive = inhibition mostly from about 32% at the one dose, without a potency; inactive = the rest, 99 in 100 with inhibition below about 32%; also: strong numbers were not always called active
# T cell modulator: modulators of CD8 T cell-vesicle binding, primary screen, mouse 2C CD8+ T cells, flow cytometry. AID 2052, 2009. 330,000 tested, 0.068% active. calls only at 7 µM. 2C CD8+ T cell-vesicle binding; hits give low values;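 active = response, share of CD8 T cells binding vesicles, and their 90th percentile fluorescence all below set limits, cut at about 80% in these data, passing the limit was not always enough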
#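 incubation = binding step 1.5 h, 37 °C, antibody labelling 20 min, ice | test system = 2C mouse CD8+ T cells | read-out basis = percent CD8+ FL2 mean versus row control | controls = Peptide-free naked vesicles (low) and QL9 vesicles with 0.7% DMSO vehicle (high) | detection = flow cytometry of vesicle-bound cells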
# Rac1 GTP hydrolysis: MgcRacGAP GTPase-activating activity inhibitors, confirmation, biochemical, ADP Hunter fluorescence | MgcRacGAP-stimulated Rac1 GTP hydrolysis, ADP Hunter fluorescence; higher % means a stronger effect; GST-tagged Rac1 F28L mutant substrate | 340,000 tested, 0.6% active | one-dose inhibition, % at 30 µM; IC50 in µM for titrated hits | Rac GTPase-activating protein 1 (Homo sapiens);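 active = first-screen hits whose inhibition reached a set limit at any dose in the follow-up dose series; inconclusive = inhibition above the set first-screen limit but never retested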;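 also: fluorescence reports GDP produced by GAP-driven GTP hydrolysis; strong numbers were not always called active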
# UTI89 phage lysis: inhibition of K1F phage lysis, E. coli UTI89, bacterial capsule biogenesis inhibitors, alamar blue (AID 488966); inhibition, % at 100 µM; hits with a dose series show IC50 in µM; 340,000 tested, 0.02% active; E. coli UTI89 K1F phage lysis, alamar blue, 2 h; higher % means a stronger effect;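 active = phage lysis inhibition, versus mean bacterial control, above a set limit; inconclusive = no clear call, values can overlap the other calls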;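 also: capsule biogenesis inhibitors block K1F phage lysis so surviving cells raise fluorescence; higher fluorescence means more inhibition of phage lysis; actives were called in the ten point dose series up to 300 µM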
# T cell modulator vesicle-bound %: further read-out of T cell modulator, marked with its call; double positive events, %; measured here: CD8+ vesicle-bound cell fraction;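 binding gate set so that unloaded-vesicle control wells show 10% double positive cells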
# NTR1 agonist cell count 20 µM: recorded beside NTR1 agonist, whose call it bears; cell count; measured here: cell count, cytotoxicity flag
# Myeloid diff MLP GFP+ MAC1+ %: recorded beside Myeloid diff MLP, whose call it bears; GFP+ MAC1+ double positive, %; measured here: differentiation confirmed by MAC1 staining
# * marks the source's active call; other numbers are inactive results; i = inactive; ? = inconclusive; . = no result given; [ ] = remark or other dose.
SMILES,Salmonella PhoP GFP,TNAP activation fold,Myeloid diff MLP,Myeloid diff MLP GFP+ MAC1+ %,NTR1 agonist,NTR1 agonist cell count 20 µM,RSV CPE inhibition,SV40 large T antigen,T cell modulator,T cell modulator vesicle-bound %,Rac1 GTP hydrolysis,UTI89 phage lysis
CC(C)c1nc(SCc2ccccn2)c2c(=O)n(C)c(=O)n(C)c2n1,12%,1.1,i,4.0,10,64,4.1%,4%,i,49,-1%,0.5%
O=C(O)CCNS(=O)(=O)c1ccc2c(c1)OCCCO2,4%,1.1,i,0.6,4.0,49,-0.4%,6%,i,34,9%,0.0%
Cc1c(N2C(=O)CS/C2=N\N=C\c2ccc(Cl)cc2)c(=O)n(-c2ccccc2)n1C,24%,1.1,i,4.3,1.2,70,1.1%,22%,i,24,7%,1.7%
Fc1cccc(NC(=S)NCc2ccccn2)c1,1%,1.1,i,0.4,-0.9,47,1.6%,2%,i,57,2%,0.1%
COc1ccccc1N1CCN(C(=O)NC23CC4CC(CC(C4)C2)C3)CC1,1%,1.1,i,0.3,1.3,71,0.7%,4%,i,61,14%,0.1%
Nc1ccc(S(=O)(=O)N2CCCc3ccccc32)cc1,12%,1.1,i,3.5,-1.2,74,1.4%,10%,i,42,1%,-1.1%
O=C(CC1C(=O)NCCN1Cc1ccc(Cl)c(F)c1)NCC1CCOCC1 (stereo not given),-10%,.,i,0.7,1.2,62,-1.2%,8%,i,37,8%,0.7%
Cc1ccc(NC(=O)C2=C(c3ccccc3)S(=O)(=O)CCS2(=O)=O)cc1,-4%,1.1,?,.,22,88,-1.7%,32%,i,33,97µM*,-0.1%
COC(=O)C1=C(C)OC(N)=C(C#N)C1c1cc(OC)ccc1OC (stereo not given),-6%,1,i,1.4,-0.9,55,-0.9%,5%,i,11,5%,1.9%
Cc1ccc(N2CC(=O)Nc3c(sc4nc(C)cc(C)c34)C2=O)cc1,-6%,.,i,0.5,0.2,62,-0.3%,7%,i,9,10%,-1.3%
COc1cccc(CNC(=O)C(=O)NCC2OCCCN2S(=O)(=O)c2cc(C)ccc2C)c1 (stereo not given),-8%,.,i,0.9,-0.9,59,1.4%,10%,i,12,6%,0.2%
CCCc1cc(C(=O)NC2CCCC2)no1,15%,1,i,1.7,-3.1,59,2.1%,2%,i,47,6%,0.8%
CCSc1nc(-c2ccccc2)c2cc(Cl)ccc2n1,-4%,1,i,0.5,4.2,47,2.7%,-3%,i,28,2%,2.0%
Cc1ccc(S(=O)(=O)n2nc(OC(=O)C3CCCCC3)cc2N)cc1,6%,1,i,0.2,2.8,52,2.5%,20%,i,38,5%,1.4%
Cc1ccc2nc(NC(=O)C(NS(=O)(=O)c3cccc4nsnc34)C(C)C)sc2c1 (stereo not given),-1%,1,i,2.9,2.2,49,2.0%,0%,i,41,0%,0.8%
Cn1nnnc1Sc1ccc(C(=O)O)cc1[N+](=O)[O-],-10%,.,i,0.7,0.5,60,1.4%,19%,i,39,9%,-0.2%[50 µM]
COc1cccc(-c2cc(C(F)(F)F)nc(-n3cc(C)cn3)n2)c1,9%,1.1,i,0.1,8.0,49,5.8%,15%,i,51,13%,3.9%[50 µM]
CCOC(=O)CCc1c(C)nc2c(c(C)nn2C(C)(C)C)c1C,-3%,0.8,i,1.7,3.3,98,3.0%,17%,i,42,6%,0.2%
COc1ccc(CN2CCN(Cc3csc(C(C)=O)c3)CC2CCO)c(C)c1C (stereo not given),-4%,1,i,0.8,-1.1,71,1.4%,5%,i,58,14%,0.1%
Cc1ccccc1N(CC(=O)NCCSCc1ccccc1)S(C)(=O)=O,1%,.,i,0.5,-0.8,59,1.9%,7%,i,26,1%,0.5%
CC(C)C(=O)Nc1ccc(N2CCCC2)c(Cl)c1,6%,1.2,i,0.7,2.2,50,-0.9%,10%,i,46,7%,0.0%
COc1cc(COCC(O)CN2CCOCC2)cc(OC)c1OC (stereo not given),6%,1.1,i,0.9,-0.4,45,-0.2%,-2%,i,21,9%,0.3%
O=C(Cc1cccs1)NNC(=O)c1ccccc1Cl,.,.,i,0.7,0.3,58,0.2%,.,i,5,2%,0.4%[50 µM]
CCOC(=O)C1=C(C)NC(C)=C(C(=O)OCC)C1c1cc(N)ccc1OC(F)F,1%,1,i,0.6,-1.8,56,1.0%,10%,i,65,-4%,-1.1%
CCCCCN(C(=O)CCC(=O)OCC(=O)c1c(C)cc(C)cc1C)c1c(N)n(CCCC)c(=O)[nH]c1=O,1%,.,i,0.9,0.7,56,2.6%,12%,i,16,3%,1.8%[50 µM]
CCOC(=O)Cc1csc(NC(=O)c2ccc(Br)o2)n1,-12%,1.1,i,0.2,-0.1,67,4.3%,7%,i,24,9%,0.3%
CCCCOc1ccc(-c2nnn(C(C)C(=O)OCC)n2)cc1 (stereo not given),7%,1,i,0.0,-0.1,86,1.7%,-4%,i,16,5%,-0.4%
O=C(CN1C(=O)NC2(CCCCCC2)C1=O)N1CCN(S(=O)(=O)c2ccccc2)CC1,-1%,1,i,0.2,-1.3,53,-2.4%,-2%,i,18,0%,-0.6%
Cc1ccc(-c2nc3cc(N)ccc3o2)cc1,10%,1,i,0.9,2.9,75,3.0%,3%,i,48,8%,0.8%
COc1ccc(-c2ccc(N)[n+](CCCC(=O)O)n2)cc1,7%,.,i,2.9,0.7,47,-0.5%,14%,i,26,5%,4.2%
O=C(CCCCCN1C(=O)c2cccc3cccc(c23)C1=O)NC1CCS(=O)(=O)C1 (stereo not given),1%,.,i,0.4,0.5,66,-0.6%,8%,i,24,15%,0.1%
Cc1ccc([N+](=O)[O-])c(NC2OC(CO)C(O)C2O)c1 (stereo not given),-8%,1.1,i,0.8,-1.1,61,1.0%,7%,i,49,8%,0.1%
COCCn1c(C)c(C(=O)O)sc1=S,-26%,1.1,i,3.9,0.5,56,1.1%,5%,i,44,0%,0.5%
c1ccc(-c2c[n+]3c(n2-c2ccccc2)SCC3)cc1,10%,.,i,1.8,0.4,61,7.1%,1%,i,10,.,.
Cc1ccc(C(NC(N)=O)c2ccccc2)cc1 (stereo not given),0%,1.1,i,0.8,-0.3,58,-0.2%,8%,i,17,1%,0.7%
O=C(NNC(=O)c1cc2ccccc2o1)c1ccncc1,.,.,i,0.2,2.4,54,.,.,i,41,4%,-0.6%
COc1ccc(N2C(=NC(=O)C3CCCCC3)SC3CS(=O)(=O)CC32)cc1 (stereo not given),-1%,.,i,1.6,0.5,69,3.5%,13%,i,21,3%,1.3%
CCOC(=O)c1ccc(N/C=C\C(=O)c2cccc(OC)c2)cc1,-9%,1.2,i,0.7,4.8,75,0.9%,11%,i,49,6%,0.1%
Cn1c(=O)c2c(SCC(=O)N3CCCC3)nc(CC(C)(C)C)nc2n(C)c1=O,2%,.,i,0.9,1.1,62,2.1%,3%,i,66,-4%,0.2%[50 µM]
Cc1cc(-n2cnnn2)cc(C)c1S(=O)(=O)NCCOc1ccccc1,-9%,.,i,4.6,-0.5,64,10%,6%,i,10,1%,0.1%
COc1ccc(CCC(=O)N2CCN(C(=O)c3ccccc3)CC2)cc1,7%,.,i,0.5,2.8,104,-0.5%,5%,i,56,10%,0.2%
Cc1ccc(S(=O)(=O)NCCC2=CCCCC2)cc1C(N)=O,-2%,.,i,1.6,1.0,52,5.1%,10%,i,62,5%,1.6%[50 µM]
O=C1CCC/C(=N/NC(=O)c2sc3ccccc3c2Cl)C1,-4%,.,i,1.1,-1.4,55,-1.6%,31%,i,22,13%,0.2%
Cc1onc(-c2ccccc2Cl)c1C(=O)Nc1cccc(S(=O)(=O)N2CCOCC2)c1,.,.,i,0.1,-2.8,54,.,.,i,26,6%,0.7%[50 µM]
O=C(NN1C(=O)C2C3C=CC(C3)C2C1=O)c1cccc(Cl)c1 (stereo not given),-6%,1.1,i,0.2,-1.7,45,1.3%,2%,i,41,6%,2.1%
CCOc1ccc(S(=O)(=O)/N=C(/Nc2ccc(S(N)(=O)=O)cc2)c2ccccc2)cc1,.,.,i,0.8,-1.3,55,.,.,i,38,3%,0.3%[50 µM]
COc1ccc2[nH]c3c(c2c1)CCN1C(=O)C(CC(=O)NCCCn2ccnc2)C[C@H](C(=O)N2CCCCC2)[C@@]31CCc1ccccc1 (stereo not given in full),.,.,i,0.9,-0.1,48,.,.,.,.,6%,0.5%
CCOc1ccc(C(=O)OC2CCCN(C)C2)cc1 (stereo not given),8%,.,i,0.4,-0.9,57,2.0%,2%,i,60,11%,-0.6%
C[C@@H]1C[C@H](O)c2cc(Cl)ccc2N1,0%,1.2,i,0.9,-1.4,27,0.3%,15%,i,24,10%,0.1%
C=C(C)C1CC=C(C)/C(=N\NC(=S)Nc2ccc(C)cc2)C1 (stereo not given),-4%,1.1,i,1.5,4.7,71,2.7%,10%,i,32,7%,-4.8%
COc1ccccc1CN1CCNC(=O)C1CC(=O)NCCCN1CCCC1=O (stereo not given),-3%,.,i,3.3,-0.7,60,4.9%,-4%,i,21,5%,4.2%
COCCCNC(=O)c1c(N)n(-c2cccc(S(N)(=O)=O)c2)c2nc3ccccc3nc12,3%,1.1,i,0.9,0.9,46,0.0%,1%,i,37,13%,1.4%

# No enrichment for hits; about 2.3% have a hit in one of these screens.
